Bioassay records: PubChem BioAssay, National Center for Advancing Translational Sciences (NCATS)
IMPase Li inh – cell-permeable IMPase inhibitors with lithium potentiation | CHO-M1 cells, IP1 TR-FRET (IP-One), carbachol + lithium | Potency, µM (top dose mostly 59.4 µM), for the others: at the highest dose activity, negative = IMPase inhibition, hits mostly inhibitors | 0.35% of 210,000 active | AID 1457;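 note: IP1 builds up when IMPase is blocked and the TR-FRET signal falls; potency is the fitted concentration of half-maximal effect; plate controls were basal vehicle for no effect and high inhibitor control for full effect; nearly all actives have a fitted effect of over 50% in size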
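Concentration–response in CHO-M1 cells, lithium-potentiated; 30 min at 37C. IP1 detected by competitive TR-FRET after 10 min lysis at RT. Hill-fitted AC50.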
Epigenetic derep – epigenetic control regulation, reporter derepression. murine LDR cells, GFP reporter derepression, 30 h. Potency, µM (top dose mostly 53.9 µM), for the others: top-dose GFP activation, most hits filed as activators. 0.2% of 280,000 active. AID 1865; note: potency is the fitted concentration of half-maximal effect; % of control where 0% means no effect; nearly all actives have a fitted effect of over 60% in size
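Derepression of a silenced CMV-GFP reporter in murine LDR cells is scored by enumerating GFP-positive cells with a laser-scanning microplate cytometer after 30 hours of treatment at 37 C.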
NPSR antag – blocks cAMP signaling of the human neuropeptide S receptor | Q6W5P4 | CHO-NPSR cells, cAMP TR-FRET, antagonist mode | Potency, µM (doses to about 38.3 µM), inactives show at the highest dose activity change, negative = inhibition, hits mostly inhibitors | 1% of 220,000 active; note: potency is the fitted concentration of half-maximal effect; % is set by controls: 0 for no effect and ±100 for the full control effect; nearly all actives have a fitted effect of over 50% in size; many of its hits are not listed in these tables
Target sequence (Q6W5P4 whole entry, looked up): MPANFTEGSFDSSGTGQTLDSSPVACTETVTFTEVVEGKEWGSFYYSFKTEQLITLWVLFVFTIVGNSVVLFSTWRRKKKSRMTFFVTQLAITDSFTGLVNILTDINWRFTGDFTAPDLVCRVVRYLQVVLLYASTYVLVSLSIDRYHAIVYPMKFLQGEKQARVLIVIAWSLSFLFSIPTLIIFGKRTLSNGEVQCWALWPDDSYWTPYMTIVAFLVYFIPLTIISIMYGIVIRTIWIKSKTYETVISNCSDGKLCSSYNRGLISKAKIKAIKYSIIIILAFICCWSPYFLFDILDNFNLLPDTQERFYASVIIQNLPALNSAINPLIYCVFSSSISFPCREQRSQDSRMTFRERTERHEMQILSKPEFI
KinaseGlo FLuc – blocks Kinase-Glo luciferase, a counter-screen artifact; Q27757; Kinase-Glo luciferase, ATP luminescence, 8 min; Potency, µM (highest dose often 38.3 µM), inactives show top-dose activity change, negative = inhibition, actives largely listed as inhibitors; 0.28% of 200,000 active; AID 1379; note: potency is the fitted concentration of half-maximal effect; % is set by controls: 0 for no effect and ±100 for the full control effect; nearly all actives have a fitted effect of over 60% in size
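Compounds were added to a substrate mix at pH 7.2 (50 mM imidazole, 10 uM ATP, within the enzyme's linear range), followed by Kinase-Glo detection reagent; luminescence was measured after 8 minutes at ambient temperature.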
Lamin A splicing – modulators of lamin A splicing. 0.01% of 200,000 active. Potency, µM (top dose mostly 46.1 µM), for inactives: at the top dose ratio change, negative = inhibition, actives largely listed as inhibitors. HeLa LMNA splicing GFP/RFP minigene ratio, 48 h. AID 1487; active = well fitted inhibition curve with a large enough effect in the signal ratio, with a control signal flat, not every such curve was filed as active; inconclusive = small, poorly fitted or top-dose-only effect, or effect the other way, or a change in a side signal; the % refers to the signal ratio; note: potency is the fitted concentration of half-maximal effect; % is set by controls: 0 for no effect and ±100 for the full control effect
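S3 HeLa cells stably expressing lamin A-EGFP splicing minigene plus DsRed2, 600 cells/well, 48 h compound exposure at 37C. Laser-scanning cytometry; analysed as GFP (500-530 nm)/RFP (575-640 nm) total intensity ratio; 0.5% DMSO vehicle.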
CBFb RUNX1 block – inhibitors of human CBF-beta and RUNX1 interaction; Q01196+Q13951; AlphaScreen CBFb-His/RUNX1-biotin binding, biochemical; Potency, µM (series often up to 59.8 µM), for inactives: at the top dose activity, negative = inhibition, most hits filed as inhibitors; 230,000 tested, under 10 active; note: % of control where 0% means no effect
Target sequence (Q01196 whole entry, looked up): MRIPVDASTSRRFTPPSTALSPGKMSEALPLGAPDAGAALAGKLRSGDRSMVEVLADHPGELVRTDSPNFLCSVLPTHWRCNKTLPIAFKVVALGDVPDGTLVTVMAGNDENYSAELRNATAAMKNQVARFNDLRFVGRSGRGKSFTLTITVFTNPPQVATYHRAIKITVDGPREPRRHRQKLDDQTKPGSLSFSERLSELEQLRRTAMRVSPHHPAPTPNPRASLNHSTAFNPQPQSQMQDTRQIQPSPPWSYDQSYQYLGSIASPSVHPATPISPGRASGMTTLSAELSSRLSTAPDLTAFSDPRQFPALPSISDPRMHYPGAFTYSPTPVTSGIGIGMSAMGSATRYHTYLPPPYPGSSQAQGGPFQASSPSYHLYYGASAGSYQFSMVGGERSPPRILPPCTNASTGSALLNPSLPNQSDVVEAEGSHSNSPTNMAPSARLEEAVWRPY
Target sequence (Q13951 whole entry, looked up): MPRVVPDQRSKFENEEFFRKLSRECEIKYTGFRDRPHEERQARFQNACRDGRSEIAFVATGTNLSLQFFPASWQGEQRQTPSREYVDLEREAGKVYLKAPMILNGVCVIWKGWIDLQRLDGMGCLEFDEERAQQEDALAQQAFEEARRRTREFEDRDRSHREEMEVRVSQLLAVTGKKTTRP
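CBFb-His/RUNX1-biotin, 30 nM each, preincubated 20 min RT; compound 15 min RT; Ni + streptavidin beads 50 ng each, 90 min RT; AlphaScreen read.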
HttQ103 aggreg – inhibitors of mutant huntingtin aggregate formation in PC12 cells; Potency, µM (top dose mostly 46.1 µM), for the others: top-dose activity change, negative = inhibition, most hits filed as inhibitors; 1.1% of 220,000 active; PC12 HttQ103-GFP aggregates, Acumen cytometry, 40 h; note: potency is the fitted concentration of half-maximal effect; % is set by controls: 0 for no effect and ±100 for the full control effect; nearly all actives have a fitted effect of over 60% in size
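Steps: seed 1500 PC12 HTTQ103-GFP cells/well; add tebufenozide, 100 nM final; add compound titration; add ATPLite reagent; quantify GFP aggregates by laser scanning cytometry.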
Active calls of the source: *; ? = inconclusive; . = not tested or not shown; & = joins results of further samples; [ ] = remark or other dose. Unless noted, calls come from the whole dose curve; as a rule, active = well fitted curve in the direction sought with a large enough effect; inconclusive = small, poorly fitted or top-dose-only effect, or another doubt; inactive = no such curve, though single readings can be large; an effect the other way counts as inactive or inconclusive.

SMILES	IMPase Li inh	Epigenetic derep	NPSR antag	KinaseGlo FLuc	Lamin A splicing	CBFb RUNX1 block	HttQ103 aggreg
COc1ccc(NC(=O)CN2CCN(CC(=O)Nc3ccccc3F)CC2)cc1OC	-6%[38.3 µM]	-1.0%&1.1%	-29%[46.1 µM]	10%	9%	13%	17%
O=S(=O)(Nc1ccccc1)c1ccc2c(c1)CCO2	.	0.1%	-3%	.	.	5%	2%[9.22 µM]
Cn1c(N)c(C(=O)COC(=O)c2cc(C(F)(F)F)nc3c(C(F)(F)F)cccc23)c(=O)n(C)c1=O	-5%	1.0%	.	2%	.	4%	.
N#CCCNC(=O)Cn1c(COc2ccc(Cl)cc2)nc2ccccc21	6%	-0.1%	0%	-5%	-7%	-5%	-12%
C[C@@H](C(=O)O)[C@@H]1C[C@@]1(C)[C@@H](NC(=O)OCc1ccccc1)c1ccccc1	0%&-7%	-2.2%&5.6%	2%	0%&-1%	5%	-2%[2.36 µM]	18%
O=C(NCc1ccccn1)C1CCN(C(=O)c2cc3sccc3n2Cc2ccc(F)cc2)CC1	6%	-1.3%	-14%	-2%	1%[9.22 µM]	0%	-14%
Cc1ccc(OCC(=O)N2CCc3ccccc32)cc1	7%	0.0%	-1%	-8%	?	3%	-2%
CCCCc1ccc(C2C(C#N)=C(N)SC(N)=C2C#N)s1	-22%[38.3 µM]	3.9%	-5%[46.1 µM]	5%	22%	-13%	?
CN(c1cccc(Cl)c1)S(=O)(=O)c1cccc(C(=O)Nc2nc3ccccc3[nH]2)c1	10%	2.0%	?	-1%	?	-9%	20µM*
CC(C)CC(C(=O)OCC(=O)c1c(N)n(C)c(=O)n(C)c1=O)N1C(=O)c2ccccc2C1=O (stereo not drawn)	14%	2.1%	5%	-1%	11%	1%	-1%
Cc1nc(-c2cccc(-c3noc(C)n3)c2)no1	?	0.0%	-19%[46.1 µM]	19%	-10%	6%	-25%
Cc1cccc(COc2ccc(/C=N/NC(=O)c3nnn(-c4nonc4N)c3COc3ccc(F)cc3)cc2)c1	.	5.4%	-25%	.	.	20%	19%[9.22 µM]
c1ccc(CNc2ccc3ccccc3n2)nc1	12%[38.3 µM]	-0.8%	8%[46.1 µM]	?	?	12%	?
O=C(Nc1cccc(-c2nc3ncccc3o2)c1)c1sc2ccccc2c1Cl	-11%[38.3 µM]	-1.3%	-3%[46.1 µM]	-7%	8%	-9%	5%
CCCn1c(N)c(NCCN2CCOCC2)c(=O)n(CC(=O)NCc2ccccc2)c1=O	11%	5.1%	8%	0%	-10%[46 µM]	13%	-3%
C/C(CC(C)C)=N\NC(=O)Nc1ccccc1	2%	-0.1%	17%	-2%	-7%	2%	8%
Cc1nn(C(=O)Cn2ccc([N+](=O)[O-])n2)c(C)c1Br	-19%[38.3 µM]	-0.9%	9%[46.1 µM]	4%	?	0%	-1%
Cc1ccc(N2C(=O)CC(NCc3ccc4c(c3)OCO4)C2=O)cc1Cl (stereo not drawn)	-19%[38.3 µM]	2.5%	-9%[46.1 µM]	-1%	-16%	4%	6%
O=C(NCCCN1CCN(c2ccccc2F)CC1)C1CCN(S(=O)(=O)N2CCOCC2)CC1	.	-3.2%	-6%[46.1 µM]	.	?	1%	-26%
COc1ccc(C(=O)NC(=O)CSc2nnc(-c3ccco3)n2-c2ccccc2)cc1	-9%[38.3 µM]	7.2%	-4%[46.1 µM]	-7%	8%	-11%	10%
CCOC(=O)c1sc(=S)n(-c2ccc(Cl)cc2)c1C	8%	-1.1%	-14%[46.1 µM]	-3%	3%	3%	6%
NC(=O)c1c(NC(=O)COC(=O)CSc2nnc(-c3ccc(Cl)cc3)o2)sc2c1CCC2	22%[38.3 µM]	-1.0%	-13%[46.1 µM]	0%	2%	-4%	3%
O=S(=O)(N1CCCCC1)N1CCN(S(=O)(=O)N2CCCCC2)CC1	-15%[38.3 µM]	-1.0%	5%[46.1 µM]	-1%	-5%	4%	17%
CCOC(=O)Cc1csc(NC(=O)CN(C)S(=O)(=O)c2cccc3cccnc23)n1	4%[38.3 µM]	0.0%	-3%[46.1 µM]	-4%	-2%	2%	-4%
COc1ccc(CCNC(=O)CSc2nc(N)cc(=O)[nH]2)cc1OC	4%	-0.9%	8%	1%	15%[46 µM]	6%	15%
CCCCC(Sc1nc(N)c(NC(=O)c2ccc(OCC)cc2)c(=O)[nH]1)C(=O)O (stereo not drawn)	2%	1.5%	13%	0%	13%[46 µM]	1%	-1%
c1csc(-c2cn3ccc4ccccc4c3n2)c1	27%	3.4%	-6%	-10%	.	1%	-1%[9.22 µM]
COc1ccc(Nc2n[nH]c(N)c2C(N)=O)cc1	7%	-1.5%	10%	0%	.	5%	-28%
Cc1ccc(S(=O)(=O)N(C)C)cc1NC(=S)NC(C)CCC(C)C (stereo not drawn)	7%	-1.8%	-12%	2%	?	10%	-9%
O=C(c1ccccc1)c1ccc2nc[nH]c2c1	5%[38.3 µM]	-9.0%	-19%[46.1 µM]	2%	1%	11%	?

Three compounds already listed, ordered by their value in Lamin A splicing, rising.
mol | Lamin A splicing
Cc1ccc(N2C(=O)CC(NCc3ccc4c(c3)OCO4)C2=O)cc1Cl (stereo not drawn) | -16%
C/C(CC(C)C)=N\NC(=O)Nc1ccccc1 | -7%
CCOC(=O)c1sc(=S)n(-c2ccc(Cl)cc2)c1C | 3%

Next entries.
SMILES	IMPase Li inh	Epigenetic derep	NPSR antag	KinaseGlo FLuc	Lamin A splicing	CBFb RUNX1 block	HttQ103 aggreg
CCCN1CCN(CCCNC(=O)Cn2ncc3c4ccccc4n(C)c3c2=O)CC1	7%	-1.0%	2%[46.1 µM]	0%	1%	-12%	-20%
C=CCOC(=O)N1CCN(c2cccc(C(F)(F)F)c2)CC1	-7%[38.3 µM]	-1.9%	-13%[46.1 µM]	-5%	?	7%	-10%
CC1CN(C(=O)N(C)C)CCN1C(=O)N(C)C (stereo not drawn)	0%[38.3 µM]	-1.4%	-14%[46.1 µM]	-4%	-1%	10%	-6%
CCCCNc1c(N)n(CC(C)C)c(=O)[nH]c1=O	6%	-0.4%	-14%	-1%	20%[46 µM]	4%	-3%
CSc1nnc2c(n1)OC(C)N(C(=O)c1ccccc1)c1ccccc1-2 (stereo not drawn)	-7%[38.3 µM]	0.1%	-12%[46.1 µM]	0%	11%	-1%	-5%
N/C(=N\OC(=O)c1ccc2ccccc2c1)c1ccncc1	1%	1.0%	-19%	-4%	9%[46 µM]	4%	7%[9.22 µM]
CCN(CC)C(=O)C1CCCN(Cc2ccccc2)C1 (stereo not drawn)	-2%[38.3 µM]	-0.8%	-2%[46.1 µM]	4%	15%	0%	6%[9.22 µM]
CCOn1c(SC(C)C)nc2ccccc2c1=O	33%[activator][38.3 µM]	-2.6%	-21%[46.1 µM]	-3%	-5%	11%	2%
Cc1ccc2c(c1)c1c(n2CC(O)Cn2nc(C)c(Br)c2C)CCCC1 (stereo not drawn)	54%[activator][38.3 µM]	-0.8%	?	6%	?	1%	-14%
COc1ccccc1NC(NC(=O)c1cccnc1)C(Cl)(Cl)Cl (stereo not drawn)	-8%	-1.4%	-21%	6%	12%[9.22 µM]	4%	-2%
O=C(Nc1c(F)cc(F)cc1Br)C1CCCO1 (stereo not drawn)	1%[38.3 µM]	0.0%	1%[46.1 µM]	-2%	12%	4%	-5%
O=C1OC(/C=C/c2ccc(Cl)cc2Cl)=NC/1=C\c1cccs1	-4%	-3.2%	-43%	0%	-1%	-1%	7%
O=C(Cn1c(=O)oc2ccccc21)Nc1ccccc1N1CCOCC1	6%	-0.3%	0%	2%	-2%[46 µM]	2%	-9%
NC(=O)c1cc[n+](CC2=C(C(=O)O)N3C(=O)[C@@H](NC(=O)[C@H](c4ccccc4)S(=O)(=O)[O-])[C@@H]3SC2)cc1	1%	-0.4%[16.9 µM]	.	2%[17.1 µM]	?	-14%[21.7 µM]	14%[20.6 µM]
COc1ccccc1-c1nccc(-n2ccnc2)n1	3%	-0.2%	.	1%	-13%	.	.
CC1CCCCN1C(=O)c1ccc(S(=O)(=O)N2CCCCC2C)cc1 (stereo not drawn)	0%[38.3 µM]	-1.0%	-16%[46.1 µM]	-3%	?	8%	1%
Cc1ccc(/C=C(\C#N)C(=O)NC(C)C)o1	1%	-1.4%	-4%	6%	-1%[46 µM]	10%	11%
Cc1ccc(NCc2n[nH]c(=S)n2-c2ccccc2)c(C)c1	-10%	-1.1%	-4%	-3%	.	-1%	28%
O=C(NCCC1=CCCCC1)C1CC(=O)N(C2CCCCCC2)C1 (stereo not drawn)	26%[38.3 µM]	-1.1%	-10%[46.1 µM]	-2%	1%	10%	-2%
CO[C@@]1(NC(=O)CSCC#N)C(=O)N2C(C(=O)O)=C(CSc3nnnn3C)CS[C@@H]21	-3%&-5%	0.1%&1.1%	2%	1%&-1%	-5%&-30%	7%&0%	-18%
COc1cc(NC(=O)COC(=O)CNS(=O)(=O)c2ccc(F)c(F)c2F)cc(OC)c1	-11%	-1.5%	10%	-1%	1%	8%	-2%
COc1ccc(/C=C/C(=O)NC(=S)NN2CCCCC2c2cccnc2)cc1 (stereo not drawn)	6%	-10%	20%	1%	-11%	-8%	-15%
O=c1c2ccccc2c2ccccc2c(=O)n1CC1CCCO1 (stereo not drawn)	-6%[38.3 µM]	0.8%	-7%[46.1 µM]	-5%	6%	2%	-9%
NS(=O)(=O)c1ccc(NC(=S)N2CCN(Cc3ccc(Cl)c(Cl)c3)CC2)cc1	.	-2.5%	51%	.	.	4%	22µM*
CCOC(=O)N1CCN(C(=O)CCCN2C(=O)CSc3nc(C)cc(C)c32)CC1	-2%[38.3 µM]	0.2%	-19%[46.1 µM]	2%	18%	5%	16%
CCN(CC)C(=O)Cn1cc(C(=O)C(=O)NCCCn2ccnc2)c2ccccc21	3%	0.1%	19%	-1%	.	1%	-4%
Cc1cc(Nc2ccccc2)n2nc(C)c(-c3ccccc3)c2n1	.	16%	?	.	.	?	-5%[9.22 µM]
Cc1ccc(S(=O)(=O)Oc2ccccc2/C=N/NC(=O)c2c(Cl)cnn2C)cc1	4%	-2.0%	-16%[46.1 µM]	0%	?	2%	-11%
C=CCN(c1ccccc1C(=O)O)S(=O)(=O)c1ccc(C)cc1	11%	0.1%	8%	-2%	.	3%	6%[9.22 µM]
CCn1c(CC(=O)Nc2ccccc2)nnc1SCC(=O)Nc1ccccc1C(=O)OC	24%[38.3 µM]	-1.1%	-19%[46.1 µM]	1%	4%	6%	-11%

Not all compounds are listed (hit frequency here may not be typical).
